From PubChem BioAssay
Pf gametocyte: late stage P. falciparum gametocyte viability inhibitors, primary screen, ATP luminescence, HTS | P. falciparum stage V gametocytes, 24 h | inhibition, % at 10.9 µM | 0.065% of 150,000 active;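 active = inhibition above the mean plus 3 SD of compounds within the control limits, set per campaign, cut at about 38% in these data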;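 also: 0% = DMSO wells and 100% = medium only without gametocytes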
Mcl1 Noxa PPI: Mcl-1/Noxa binding inhibitors, primary screen, biochemical, TR-FRET, 1536-well | 1.5% of 220,000 active | TR-FRET Mcl-1/Noxa peptide binding, 2 h | Induced myeloid leukemia cell differentiation protein Mcl-1 (Homo sapiens), Q07820 | AID 1022, 2008 | inhibition, % at 21.7 µM;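 active = compounds that cut the protein-peptide binding signal by more than 50% relative to plate controls in a single-dose test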;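 also: His-tagged Mcl-1 with rhodamine Noxa BH3 peptide and terbium anti-His antibody; 0% = Mcl-1 plus Noxa peptide wells and 100% = peptide-only wells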
Target sequence (Q07820 whole entry, looked up): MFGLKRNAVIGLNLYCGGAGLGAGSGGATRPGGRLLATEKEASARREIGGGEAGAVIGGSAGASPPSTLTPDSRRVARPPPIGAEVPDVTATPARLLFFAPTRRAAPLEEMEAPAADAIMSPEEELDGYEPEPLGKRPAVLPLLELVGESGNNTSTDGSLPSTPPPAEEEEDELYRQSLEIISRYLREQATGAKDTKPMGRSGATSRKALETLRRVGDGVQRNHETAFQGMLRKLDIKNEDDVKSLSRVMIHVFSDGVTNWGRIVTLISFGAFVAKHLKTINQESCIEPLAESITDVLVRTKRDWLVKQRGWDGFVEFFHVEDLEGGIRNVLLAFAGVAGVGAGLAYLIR
Rab7 wt GTP bind: modulators of GTP binding to Rab7, primary screen, biochemical, wildtype, multiplex bead flow cytometry | Rab7 GTPase wild type (dog), Bodipy-FL-GTP binding | GST-Rab7 beads, fluorescent GTP binding; actives lie on both sides; untreated = 100%, excess cold GTP = 0% | GTP binding activity (percent of control), % at 10 µM | 0.055% of 190,000 active;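 active = fluorescent GTP binding to Rab7 beads changed by at least 20 points from the 100% baseline, either direction, mostly lower; inconclusive = compound itself probably fluorescent, or too few beads counted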;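 also: median green fluorescence of bound Bodipy-FL-GTP per Rab7 bead population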
Avidin fluor: green autofluorescence of compounds with avidin beads – biophysical, 488/530 nm, flow cytometry, artefact control, profiling panel; 0.38% of 220,000 active; fluorescence (KMESF) at 10 µM; compound fluorescence 488/530 nm; active compounds read high; AID 1775, 2009; in the data active = fluorescence above about 47; also: inactives centre near 10
Mcl1 Bid PPI: Mcl-1/Bid binding inhibitors, primary screen, biochemical, TR-FRET, 1536-well | Induced myeloid leukemia cell differentiation protein Mcl-1 (Homo sapiens), Q07820 | TR-FRET Mcl-1/Bid-Dy647 peptide binding | inhibition, % at 21.7 µM | 0.97% of 220,000 active;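 active = compounds that cut the binding signal by more than half at the single screening dose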;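 also: His-tagged Mcl-1 with europium anti-His antibody binding Bid BH3 peptide; 0% = Mcl-1 plus peptide wells and 100% = peptide-only wells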
Bim-Mcl-1: inhibitors of Bim peptide binding to Mcl-1, primary screen, biochemical, bead-based flow cytometry, multiplex | Induced myeloid leukemia cell differentiation protein Mcl-1 (Homo sapiens), Q07820 | Bim peptide-Mcl-1 binding | inhibition, % at 10 µM | 0.1% of 190,000 active | AID 1009, 2008; in the data active = inhibition above about 40%;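 also: 0% = no compound tracer wells and 100% = peptide blocker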
Rab2 wt GTP: modulators of GTP binding to Rab2A wildtype, primary screen, biochemical, dog, bead-based flow cytometry, multiplex | Ras-related protein Rab-2A (Canis lupus familiaris), P61105 | AID 760, 2007 | GTP binding activity, % at 10 µM | 0.19% of 190,000 active | GST-Rab2 wt beads, Bodipy-GTP binding;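 active = GTP binding activity at least 20 points away from 100%, either lowered or raised; inconclusive = signal likely due to the compound's own green fluorescence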;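 also: 0% = beads with excess unlabeled GTP and 100% = no-compound control corrected for plate trend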
Rac1 wt modul: wildtype Rac1 GTP binding modulators, primary screen, biochemical, GST-Rac1 beads, flow cytometry, multiplex | 0.27% of 190,000 active | fluorescent GTP binding; actives lie on both sides; 0 = cold GTP competed, 100 = untreated | Ras-related C3 botulinum toxin substrate 1 (Homo sapiens), P63000 | GTP binding activity (% of control), % at 10 µM;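 active = GTP binding activity at least 20 points away from the 100% control level, either lower or higher; inconclusive = compound flagged as likely green fluorescent, judged across all proteins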
Rac1 act GTP bind: GTP binding modulators of activated mutant Rac1, primary screen, biochemical, bead-based flow cytometry, multiplex, fluorescent GTP. GST-Rac1 activated beads; actives lie on both sides; 100% means binding = to untreated wells. percent activity (GTP binding), % at 10 µM. 0.11% of 190,000 active;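 active = GTP binding at least 20 percentage points away from the 100% baseline, in either direction, so actives lie on both sides; inconclusive = Compound likely fluorescent itself, or too few beads counted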
HRas wt GTP: modulators of GTP binding to HRas wildtype, primary screen, biochemical, bead-based flow cytometry, multiplex. GST-Ras wt beads, Bodipy-FL-GTP binding; actives lie on both sides. GTP binding activity, % at 10 µM. GTPase HRas (Homo sapiens), P01112. 0.14% of 190,000 active;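 active = GTP binding activity at least 20% away from the 100% baseline, either lowered as inhibitor or raised as activator; inconclusive = flagged as likely green fluorescent, judged across all proteins in the well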;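 also: 0% = unlabeled GTP competition control and 100% = no-compound control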
Target sequence (P01112 whole entry, looked up): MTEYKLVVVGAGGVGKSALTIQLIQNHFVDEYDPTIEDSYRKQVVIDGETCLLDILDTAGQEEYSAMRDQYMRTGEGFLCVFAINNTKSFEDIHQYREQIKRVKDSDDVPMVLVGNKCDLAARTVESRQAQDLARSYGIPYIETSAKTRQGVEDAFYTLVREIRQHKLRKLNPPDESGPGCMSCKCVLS
Cdc42 wt: modulators of GTP binding to wildtype Cdc42, primary screen, biochemical, multiplex bead flow cytometry, Bodipy-GTP; 0.2% of 190,000 active; Cell division control protein 42 homolog (Homo sapiens), P60953; GST-Cdc42 beads; actives lie on both sides; percent activity (GTP binding), % at 10 µM; AID 761, 2007;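 active = percent activity GTP binding at least 20 points away from the 100% baseline, either down as inhibitor or up as activator; inconclusive = compound flagged as likely green fluorescent from well-wide comparison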;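 also: median bead fluorescence of bound Bodipy-FL-GTP at 100 nM; 0% = excess unlabeled GTP control and 100% = no compound control; below 100% means less GTP binding so inhibitor and above means activator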
Target sequence (P60953 whole entry, looked up): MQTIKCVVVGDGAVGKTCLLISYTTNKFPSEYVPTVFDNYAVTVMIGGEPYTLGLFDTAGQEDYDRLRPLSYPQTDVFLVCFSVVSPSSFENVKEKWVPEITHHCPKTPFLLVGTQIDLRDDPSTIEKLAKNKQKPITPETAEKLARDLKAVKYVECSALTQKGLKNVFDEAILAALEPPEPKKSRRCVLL
* hit, by the source's call; ? = inconclusive; . = no result given. No enrichment for hits; any-hit rate near 2.7%.

SMILES | Pf gametocyte | Mcl1 Noxa PPI | Rab7 wt GTP bind | Avidin fluor | Mcl1 Bid PPI | Bim-Mcl-1 | Rab2 wt GTP | Rac1 wt modul | Rac1 act GTP bind | HRas wt GTP | Cdc42 wt
O=C(COC(=O)COc1ccccc1)Nc1ccc(S(=O)(=O)N2CCOCC2)cc1 | -13 | 7 | 100 | 11 | -7 | -2 | 97 | 96 | 95 | 97 | 98
O=S(=O)(c1ccccc1)c1nc(-c2ccccc2)oc1NCc1cccnc1 | . | -22 | 94 | 16 | -60 | -4 | 95 | 95 | 95 | 97 | 95
Cc1ccc(NC(=O)c2nnn(-c3cccc(C(F)(F)F)c3)c2N)cc1 | . | 12 | 96 | 10 | -38 | 2 | 99 | 102 | 96 | 97 | 101
FC(F)(F)c1nc2ccccc2n2c(-c3ccc(Cl)cc3)nnc12 | -9 | 15 | 96 | 37 | 2 | 0 | 95 | 97 | 96 | 98 | 98
CCOc1ccccc1Oc1coc2cc(OCC(=O)O)ccc2c1=O | 5 | 25 | 107 | 10 | 4 | -1 | 101 | 105 | 91 | 99 | 99
Nc1nc(Br)c2c(F)cccc2c1-c1ccc(F)cc1 | . | 15 | 96 | 12 | -33 | -1 | 98 | 107 | 95 | 100 | 101
Cc1noc(C)c1COc1cccc(C(=O)Nc2ccc(C#N)cc2)c1 | . | 14 | 97 | 11 | 4 | 2 | 96 | 94 | 93 | 96 | 94
CCSc1nnc(NC(=O)CSc2nccn2-c2cc(C)cc(C)c2)s1 | . | 1 | 102 | 13 | -30 | -5 | 104 | 108 | 102 | 104 | 103
CC(=O)Nc1ccc(NC(=O)CSc2nnnn2-c2ccc3c(c2)OCCO3)cc1 | 18 | -81 | 104 | 13 | -22 | -2 | 100 | 102 | 97 | 102 | 98
CC1CC(C)CN(C(=O)COC(=O)c2ccc[nH]c2=O)C1 (centres undefined) | 3 | 1 | 102 | 37 | -21 | -6 | 102 | 107 | 102 | 105 | 105
CSC(=NC#N)N1CCN(C(=NC#N)SC)CC1 | -2 | 0 | 96 | 4 | -15 | 3 | 95 | 97 | 95 | 95 | 94
COc1cc(N/C(N)=N/c2nc(C)cc(C)n2)c(OC)cc1Cl | 3 | 5 | 96 | 11 | -18 | -3 | 96 | 97 | 95 | 96 | 96
Cn1c(-c2sc3cc(C(F)(F)F)cnc3c2-c2ccccn2)n[nH]c1=S | 7 | 28 | 96 | 9 | -19 | -1 | 96 | 97 | 93 | 93 | 96
COc1cc(OC)c(/C=N/NC(N)=S)cc1Br | -28 | -1 | ? | 7 | -104 | 0 | ? | ? | ? | ? | ?
CCCCCC(=O)Nc1sc(C)c(C)c1C#N | -9 | 8 | 98 | 11 | 10 | -22 | 98 | 99 | 99 | 97 | 100
CCOc1ccc(N2C(=O)Nc3ccccc3C2(O)C(=O)NCc2ccco2)cc1 (centres undefined) | -7 | 10 | 102 | 10 | -19 | -1 | 99 | 101 | 99 | 99 | 96
O=C1N(CN2CCC3(CC2)OCCO3)c2ccccc2C12OCCCO2 | . | -15 | 102 | 21 | -41 | -2 | 101 | 103 | 100 | 105 | 105
C=CCOc1c(Br)cc(CNc2ccc(NC(=O)C(C)C)cc2)cc1OCC | 3 | 19 | 100 | 12 | -29 | -3 | 99 | 102 | 97 | 98 | 98
CCOC(=O)C1(Cc2cccc(OC)c2)CCN(Cc2cccc(OC)c2O)CC1 | 22 | 26 | 102 | 12 | -54 | 0 | 99 | 102 | 97 | 101 | 99
CCC(=O)NC(=S)Nc1ccc(NC(=O)c2cc3ccccc3o2)c(OC)c1 | -18 | 31 | 109 | 8 | 63* | -2 | 105 | 102 | 99 | 99 | 102
CCOC(=O)CCC(=O)c1c(C)oc2ccc(OC)cc12 | -19 | 6 | 95 | 16 | -8 | 0 | 100 | 98 | 96 | 100 | 101
CC(NC(=O)CCc1ccccc1)c1cc2c(cc1Cl)OCCO2 (centres undefined) | 9 | -6 | 101 | 6 | -13 | -7 | 102 | 106 | 104 | 101 | 104
CCOc1ccc2c(c1)s/c(=N\S(=O)(=O)c1ccc(OC)cc1)n2C(F)F | . | -12 | 103 | 12 | 3 | -3 | 102 | 104 | 98 | 100 | 102
CC(C)C(C(=O)Nc1sc2c(c1C#N)CCCCC2)N1C(=O)c2ccccc2C1=O (centres undefined) | . | -8 | 100 | 14 | 13 | -1 | 99 | 101 | 99 | 99 | 101
c1ccc(Cc2nn3c(COc4ccccc4)nnc3s2)cc1 | . | -15 | 102 | 5 | -6 | -4 | 100 | 106 | 96 | 100 | 100
CN(CCc1ccccn1)C(=S)Nc1ccc(Cl)c(Cl)c1 | 9 | 17 | 104 | 12 | -53 | -3 | 97 | 101 | 96 | 99 | 97
COc1ccc2c(c1)C(=O)OC2CC(=O)O (centres undefined) | . | 16 | 96 | 15 | -4 | -2 | 99 | 97 | 97 | 98 | 99
CCN(CC)CC(=O)n1c2c(c3ccccc31)CCCC2 | . | -4 | 90 | 7 | -57 | 1 | 94 | 97 | 97 | 95 | 96
Cc1cccc(C#N)c1NC1=CC(=O)CC(C)(C)C1 | -12 | 11 | 94 | 3 | -4 | 2 | 95 | 99 | 95 | 98 | 98
O=c1[nH]nc(SCc2nc3ccccc3s2)n1C1CC1 | . | 8 | 104 | 20 | -14 | 3 | 99 | 99 | 97 | 98 | 98
COC(=O)CN1C(=S)N(c2ccc(F)cc2)C(=O)C1CC(=O)Nc1ccccc1 (centres undefined) | -25 | 21 | 95 | 10 | -16 | -1 | 97 | 98 | 97 | 97 | 96
Cc1cc(NC(=O)CSc2ncnc3c2cnn3-c2ccccc2)no1 | -14 | 3 | 102 | 9 | -5 | 1 | 100 | 97 | 96 | 99 | 99
COc1cccc(-c2cc(C(=O)N3C(C)CCCC3C)no2)c1 (centres undefined) | . | -24 | 100 | 5 | -27 | 5 | 104 | 106 | 102 | 103 | 108
O=[N+]([O-])c1ccc(O)c(/C=N/n2cnc3ccccc32)c1 | 11 | 16 | 98 | 8 | -6 | -6 | 95 | 99 | 96 | 96 | 100
O=C(Nc1ccc(C(=O)O)cc1)/C(=C/c1ccc([N+](=O)[O-])cc1)NC(=O)c1ccccc1 | -17 | 1 | 104 | 22 | 1 | 0 | 98 | 102 | 98 | 102 | 98
O=C(/C=C/c1ccccc1)NC(NC(=S)Nc1ccc(Cl)cc1Cl)C(Cl)(Cl)Cl (centres undefined) | . | 23 | 100 | 6 | -116 | -16 | 99 | 104 | 98 | 100 | 102
c1ccc(-c2noc(CSc3nnnn3-c3ccccc3)n2)cc1 | . | 5 | 102 | 7 | -2 | -3 | 100 | 99 | 97 | 98 | 97
O=C(/C=C/c1ccccc1)NCCSCc1ccc(Cl)cc1 | 5 | -8 | 98 | 3 | -5 | 6 | 100 | 101 | 101 | 101 | 98
Cc1ccc(NC(=O)CCC(=O)NNC(=O)c2ccccc2)c(C)c1 | -3 | -7 | 107 | 7 | -14 | 0 | 100 | 100 | 97 | 101 | 95
O=C(OCC(=O)N1CCCc2ccccc21)c1ccc(Cl)nc1 | 0 | 10 | 100 | 13 | 0 | -3 | 100 | 108 | 102 | 102 | 105
CCOC(=O)CCSc1nc(-c2ccccc2)cc(C(F)(F)F)n1 | -26 | 15 | 104 | 20 | -12 | -3 | 100 | 100 | 98 | 100 | 97
CCC(=O)NCCNC(=O)c1c(SC)nsc1SC | . | 6 | 103 | 38 | -7 | -1 | 104 | 108 | 102 | 105 | 107
CC(C)CCn1c(CN2CCOCC2)nc2c1c(=O)n(C)c(=O)n2C | . | 14 | 99 | 23 | -4 | -1 | 95 | 98 | 95 | 94 | 100
O=C(NNC(=O)c1sccc1-n1cccc1)c1ccc(Cl)cc1 | 13 | 8 | 101 | 6 | -15 | 0 | 101 | 102 | 99 | 103 | 103
CCOC(=O)c1sc(C)c2c1NC1(CCCCCC1)NC2=O | -13 | -16 | 92 | 39 | -8 | 0 | 89 | 90 | 88 | 93 | 90
COc1ccc(N2CCN(CCCNC(=S)Nc3c(C)cccc3C)CC2)cc1 | -29 | 14 | 99 | 13 | -45 | -2 | 99 | 102 | 96 | 100 | 100
CCc1nnc(NC(=O)CSc2nnc(C3CCCCC3)n2-c2cccc(Cl)c2)s1 | . | 17 | 100 | 32 | 2 | -6 | 98 | 101 | 97 | 98 | 98
CCOC(=O)c1c(-c2cccs2)csc1NC(=O)c1ccco1 | -11 | -34 | 102 | 5 | -6 | 22 | 103 | 106 | 100 | 103 | 103
O=C(Nc1ccc(S(=O)(=O)Nc2nccs2)cc1)c1ccc(=O)[nH]c1 | 4 | 62* | 98 | 20 | -56 | 3 | 91 | 90 | 91 | 92 | 90
O=c1oc(-c2ccccc2)nc2sc3c(c12)CCC3 | 0 | 60* | 98 | 5 | -25 | 0 | 99 | 101 | 94 | 99 | 97
Following part.
SMILES | Pf gametocyte | Mcl1 Noxa PPI | Rab7 wt GTP bind | Avidin fluor | Mcl1 Bid PPI | Bim-Mcl-1 | Rab2 wt GTP | Rac1 wt modul | Rac1 act GTP bind | HRas wt GTP | Cdc42 wt
Cc1ccc(-c2nnn(CC(=O)O)n2)cc1 | . | 14 | 97 | 15 | -4 | 1 | 95 | 100 | 94 | 98 | 98
COc1ccc(OCc2nnc(SCC(=O)N3c4ccccc4Sc4ccc(Cl)cc43)o2)cc1 | -17 | -17 | 96 | 9 | -10 | 2 | 98 | 98 | 96 | 99 | 99
CCC1CCCCN1CC(=O)c1c(C)[nH]c2ccccc12 (centres undefined) | . | -9 | 106 | 4 | -33 | 0 | 104 | 108 | 103 | 104 | 107
Cc1nc(C(=O)Nc2ccc(Cl)cc2Cl)nn1-c1cc(OC(C)C)c(Cl)cc1Cl | 5 | -14 | 99 | 12 | 2 | -4 | 96 | 103 | 97 | 98 | 99
CCOC(=O)C1(Cc2ccccc2)CCN(CC2CC=CCC2)CC1 (centres undefined) | -27 | -6 | 98 | 18 | 5 | 0 | 98 | 98 | 98 | 100 | 98
